Screening data (PubChem)
Cav3 T inh: human Cav3.2 channel inhibition, primary screen | O95180 | 100,000 tested, 4% active | Cav3.2-expressing cells, Fluo-4 calcium fluorescence FDSS; active compounds read low | B-score at 10 µM;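 active means single-dose well whose peak fluorescence ratio is a statistical outlier from its plate by either plate-standardised score or position-corrected B-score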
Target sequence (O95180 whole entry, looked up): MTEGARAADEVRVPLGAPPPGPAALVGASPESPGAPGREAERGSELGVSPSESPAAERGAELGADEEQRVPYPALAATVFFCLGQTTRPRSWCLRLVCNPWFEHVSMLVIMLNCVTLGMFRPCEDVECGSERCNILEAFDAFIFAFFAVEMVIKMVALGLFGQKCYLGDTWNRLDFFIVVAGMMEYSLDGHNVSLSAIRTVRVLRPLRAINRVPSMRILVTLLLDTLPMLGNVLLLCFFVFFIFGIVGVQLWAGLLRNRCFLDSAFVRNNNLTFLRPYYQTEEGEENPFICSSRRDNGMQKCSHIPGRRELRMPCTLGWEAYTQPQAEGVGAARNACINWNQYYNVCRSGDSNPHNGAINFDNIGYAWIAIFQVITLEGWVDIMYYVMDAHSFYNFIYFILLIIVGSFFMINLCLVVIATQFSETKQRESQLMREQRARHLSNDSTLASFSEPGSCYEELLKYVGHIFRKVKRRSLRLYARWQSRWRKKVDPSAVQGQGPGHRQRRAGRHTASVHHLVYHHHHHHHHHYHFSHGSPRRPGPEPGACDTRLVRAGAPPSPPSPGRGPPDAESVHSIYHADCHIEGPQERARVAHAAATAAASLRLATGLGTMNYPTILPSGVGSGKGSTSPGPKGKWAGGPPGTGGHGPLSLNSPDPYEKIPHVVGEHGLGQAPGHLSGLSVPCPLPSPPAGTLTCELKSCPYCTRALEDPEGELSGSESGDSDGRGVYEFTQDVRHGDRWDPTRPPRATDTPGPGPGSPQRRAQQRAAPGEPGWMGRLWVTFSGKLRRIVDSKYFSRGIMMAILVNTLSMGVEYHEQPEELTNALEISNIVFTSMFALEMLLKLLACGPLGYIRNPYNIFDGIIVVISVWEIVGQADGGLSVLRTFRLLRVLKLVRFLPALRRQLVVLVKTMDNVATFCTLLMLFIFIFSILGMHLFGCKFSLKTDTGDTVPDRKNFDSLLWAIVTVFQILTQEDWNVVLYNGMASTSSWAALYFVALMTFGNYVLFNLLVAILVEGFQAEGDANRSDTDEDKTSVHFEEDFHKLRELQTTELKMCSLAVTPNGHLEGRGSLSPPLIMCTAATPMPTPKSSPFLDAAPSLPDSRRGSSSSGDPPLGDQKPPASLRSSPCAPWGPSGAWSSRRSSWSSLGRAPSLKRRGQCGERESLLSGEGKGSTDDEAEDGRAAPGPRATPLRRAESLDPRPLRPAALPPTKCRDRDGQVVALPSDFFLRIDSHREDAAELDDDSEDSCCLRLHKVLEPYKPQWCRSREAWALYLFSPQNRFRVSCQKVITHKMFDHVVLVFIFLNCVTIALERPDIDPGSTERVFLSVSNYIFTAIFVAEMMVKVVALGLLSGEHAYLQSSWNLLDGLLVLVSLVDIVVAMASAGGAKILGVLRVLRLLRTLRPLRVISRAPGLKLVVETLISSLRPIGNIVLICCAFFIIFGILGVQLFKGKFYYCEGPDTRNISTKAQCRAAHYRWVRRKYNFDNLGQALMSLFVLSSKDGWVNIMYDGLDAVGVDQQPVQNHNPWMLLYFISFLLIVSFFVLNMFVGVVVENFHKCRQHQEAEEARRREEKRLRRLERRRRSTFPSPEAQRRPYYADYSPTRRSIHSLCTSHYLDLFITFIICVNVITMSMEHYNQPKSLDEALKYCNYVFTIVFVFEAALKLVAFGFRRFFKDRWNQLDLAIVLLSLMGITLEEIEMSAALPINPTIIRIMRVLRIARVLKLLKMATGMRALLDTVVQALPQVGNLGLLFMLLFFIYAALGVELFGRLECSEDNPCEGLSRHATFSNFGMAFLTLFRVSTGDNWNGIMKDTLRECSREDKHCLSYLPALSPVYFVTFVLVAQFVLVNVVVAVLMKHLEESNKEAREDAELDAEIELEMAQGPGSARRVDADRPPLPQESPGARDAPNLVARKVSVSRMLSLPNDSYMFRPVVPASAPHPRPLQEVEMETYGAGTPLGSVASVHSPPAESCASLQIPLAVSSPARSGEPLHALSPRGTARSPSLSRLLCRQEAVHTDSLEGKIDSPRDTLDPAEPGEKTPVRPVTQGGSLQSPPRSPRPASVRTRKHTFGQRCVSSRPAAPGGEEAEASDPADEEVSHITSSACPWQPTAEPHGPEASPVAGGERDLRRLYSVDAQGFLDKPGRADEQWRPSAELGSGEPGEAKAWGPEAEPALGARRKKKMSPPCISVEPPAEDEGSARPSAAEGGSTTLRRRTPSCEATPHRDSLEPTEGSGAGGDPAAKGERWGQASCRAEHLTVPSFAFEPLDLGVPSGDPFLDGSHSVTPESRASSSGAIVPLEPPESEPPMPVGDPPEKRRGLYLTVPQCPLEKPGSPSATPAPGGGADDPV
* hit, by the source's call.

SMILES	Cav3 T inh
CC(NC(=O)Nc1ncccn1)(C(F)(F)F)C(F)(F)F	0.82
CC1CCCN(S(=O)(=O)c2coc(C(N)=O)c2)C1 (configuration not stated)	-0.12
CCc1ccc(-c2nn(-c3cc(Cl)ccc3[N+](=O)[O-])c(=O)c3ccccc23)cc1	-3.6*
CCNc1nnc(-c2ccncc2)s1	-0.29
CCNC(=O)N1C(=O)C2(OCCO2)c2ccccc21	-0.49
CCOc1ccc(C2N(c3cc(C)on3)C(=O)C3CCCN32)cc1OC (configuration not stated)	-0.26
N=c1c2c3c(sc2ncn1N)CCCCC3	-0.035
COc1ccccc1CNCc1cc(OC)c(OC)cc1OC	-0.62
COc1ccc2c(c1)C1NC(=S)N[C@@](C)(O2)C1C(=O)Nc1ccccc1 (some centres not stated)	-1.2
CC(NC(=O)c1ccc(C(C)(C)C)cc1)C(=O)O (configuration not stated)	-0.32
CC(C)CNC(=S)NC(=O)c1ccc([N+](=O)[O-])cc1	-0.084
CC(=O)Nc1ccc(S(=O)(=O)N2CCN(C(=O)N3CCOCC3)CC2)cc1	0.57
CCN(CC)CCNS(=O)(=O)c1ccc(Cl)cc1	0.82
COc1ccc(NC(=O)c2sc(SCc3ccccc3)nc2N)cc1	-0.69
O=c1[nH][nH]c(C(F)(F)F)c1C=Nc1ccc(Cl)cc1	-0.2
O=C(O)CCCCCN=C1CCc2ccccc2N1	0.58
O=C1c2ccccc2C(=O)N1CCc1nc(-c2ccccn2)no1	0.17
Cc1ccc(CNC(=O)c2ccc(Cn3nc(C)c(Cl)c3C)o2)cc1	-4.7*
O=C1NC(Nc2nc3ccccc3s2)(C(F)(F)F)C(=O)N1C1CCCCC1 (configuration not stated)	-3.3
Cc1ccccc1-c1noc(-c2ccc(Cl)cc2)n1	0.0047
O=S(=O)(CCc1nc2ccccc2o1)c1ccc(Cl)c(Cl)c1	-0.011
CCOC(=O)C1CCN(CC(=O)Nc2c(C(=O)OC)[nH]c3cccc(C)c23)CC1	1.3
CC(=O)c1sc(NC(=O)c2ccc(Cn3cc(Br)cn3)o2)nc1C	0.31
CC(C)N1CCC(=NNC(=O)c2ccc(Br)o2)CC1	-0.19
N#Cc1c(NC(=O)Cn2cnc3ccccc3c2=O)oc(-c2ccccc2)c1-c1ccccc1	-10*

Compounds listed so far that contain a CF3 group (three):
SMILES	Cav3 T inh
CC(NC(=O)Nc1ncccn1)(C(F)(F)F)C(F)(F)F	0.82
O=c1[nH][nH]c(C(F)(F)F)c1C=Nc1ccc(Cl)cc1	-0.2
O=C1NC(Nc2nc3ccccc3s2)(C(F)(F)F)C(=O)N1C1CCCCC1 (configuration not stated)	-3.3

(next part)
SMILES	Cav3 T inh
CC(=O)c1c(N(C)C)ccnc1C(F)(F)F	-0.085
CCOc1ccc(/C(O)=C2/C(=O)C(=O)N(CCOCCO)C2c2ccc(F)cc2)cc1 (configuration not stated)	-0.91
CCn1c(Cc2ccc(OC)cc2)nnc1SCC(=O)NC1CCCCC1	0.81
COC(=O)C1=C(C(=O)OC)SC2(S1)C(C(=O)OC)=C(C(=O)OC)SC1=C2c2cc(C)ccc2NC1(C)C	0.24
O=C(CSc1nc2ncccc2[nH]1)NCc1ccccc1	1.2
Cc1ccccc1NC(=S)NNC(=O)c1ccoc1C	0.42
CCCCC(NC(=O)c1ccccc1)C(=O)OCC(=O)N1c2ccccc2Sc2ccccc21 (configuration not stated)	-7.2*
O=C(c1cccc(S(=O)(=O)N2CCOCC2)c1)N1CCCc2ccccc21	0.79
Cc1ccc(Nc2nc(N)nc(CN3CCN(Cc4ccc5c(c4)OCO5)CC3)n2)cc1	-2.4
CC(C)C1N(S(=O)(=O)c2ccccc2)CCN1S(=O)(=O)c1ccccc1	-0.99
Nc1ccccc1-c1nnc(SCc2ccccc2F)[nH]c1=O	0.03
O=C1CCC(=O)N1c1ccccc1-c1ccccc1	-0.18
COc1ccc2nc(SCC(=O)Nc3ccc(S(=O)(=O)Nc4onc(C)c4C)cc3)[nH]c2c1	-1.4
O=C(NCc1cccc(Br)c1)C1CC(c2ccccc2C(F)(F)F)=NO1 (configuration not stated)	-0.9
C/C(NCc1ccccc1)=C(\C#N)C(=O)NCc1ccccc1	-3.3
Cc1n[nH]c(C)c1S(=O)(=O)N1CCOCC1	0.2
COc1ccc(NC(=O)C2CCN(C(=O)c3cccs3)CC2)cc1OC	-0.013
FC(F)Oc1ccc(-c2csc(Cc3nnc4n3CCCCC4)n2)cc1	-0.32
COC(=O)C1(CCSC)NC(c2ccc(O)cc2)C2C(=O)N(c3ccc4c(c3)OCCO4)C(=O)C21 (configuration not stated)	1.7
COc1ccccc1C(=O)N1CCN(c2cccc(Cl)c2)CC1	-2.2
CCOC(=O)C1=C(C)N=c2s/c(=C\c3cccn3C)c(=O)n2C1c1cccc(OC)c1OC (configuration not stated)	0.19
CCOc1nc(SCCOc2ccccc2)nc(N(C)C)n1	-3
O=C(Nc1nnc(-c2ccc(F)cc2)o1)c1ccco1	-0.6
CCOC(=O)COc1ccc(Cl)cc1C1NC(=O)NC(C)=C1C(C)=O (configuration not stated)	0.012
CN(C)c1ncnc2c1ncn2C1OC(CO)C(O)C1O (configuration not stated)	0.24

Looked up above.
For Cav3 T inh, CN(C)c1ncnc2c1ncn2C1OC(CO)C(O)C1O (configuration not stated) is entered as 0.24
For Cav3 T inh, C/C(NCc1ccccc1)=C(\C#N)C(=O)NCc1ccccc1 is entered as -3.3

Not a retest: an excerpt of the list.
SMILES	Cav3 T inh
CC(NC(=O)Nc1ncccn1)(C(F)(F)F)C(F)(F)F	0.82
CC1CCCN(S(=O)(=O)c2coc(C(N)=O)c2)C1 (configuration not stated)	-0.12
CCc1ccc(-c2nn(-c3cc(Cl)ccc3[N+](=O)[O-])c(=O)c3ccccc23)cc1	-3.6*

The list goes on:
SMILES	Cav3 T inh
CSc1ccccc1C(=O)NC1CC2CCC1C2 (configuration not stated)	0.81
Cc1ccc(CCNC(=O)C2CCN(C(=O)c3sccc3-n3cccc3)CC2)cc1	-0.71
CCCCCn1ccc(=O)c2c(C(F)(F)F)nccc21	0.27
O=C(Nc1nnc(-c2ccccc2)o1)NC1CCCCC1	-0.42
COc1cccc(N2C(=O)C(CC(=O)Nc3ccc(F)cc3)N(C3CCCCC3)C2=O)c1 (configuration not stated)	-0.42
CC1CC(=O)c2cnc(NCC3CCCO3)nc2C1 (configuration not stated)	0.82
COc1ccc(S(=O)(=O)Nc2ccc(F)c(F)c2)cc1Cl	-3.8
C[C@@H]1NC(=O)c2cc([N+](=O)[O-])cc(I)c2OCC[C@@H](C(=O)NC(CC(=O)O)C(N)=O)NC(=O)[C@H](CC(N)=O)NC1=O (some centres not stated)	-0.39
CC(C)CC(=O)Nc1ccc2c(c1)oc1ccccc12	-2.7
CCCCNC(=O)c1onc(CSc2cccc(OC)c2)c1C(=O)O	-0.11
COc1ccc(-c2nc3cnccn3c2Nc2ccc3c(c2)OCO3)cc1	-1
O=C(Nc1ccc2c(c1)OCO2)C1CCN(c2ccc(S(=O)(=O)N3CCOCC3)cc2)CC1	1.6
COc1ccc(C2(C)NC(=O)N(CC(=O)NCCC3=CCCCC3)C2=O)cc1OC (configuration not stated)	0.022
O=C(O)C1C2C=CC3(O2)C1C(=O)N1c2ccccc2COC13 (configuration not stated)	-0.08
O=C(CCCN1C(=O)c2ccccc2C1=O)N1CCCCC1	0.11
CC(NC(=O)c1cccs1)C(c1cccs1)N1CCN(c2ccccc2)CC1 (configuration not stated)	-0.17
Cc1cnc(NC(=O)c2cc3c(s2)CCCC3)s1	-1.3
C=C(C)Cn1c(-c2ccc(OC)cc2)nc2ccccc21	-5*
Cn1cc(SCC(=O)O)c2ccccc21	-0.24
C[C@@H](O)C1NC(=O)[C@H](CCCCN)NC(=O)c2cc([N+](=O)[O-])cc(F)c2NCCCC[C@@H](C(N)=O)NC1=O (some centres not stated)	0.43
Cn1c(NC(=O)C2CCCC2)cc(=O)n(C)c1=O	0.43
COc1ccc(CC(=O)Nc2ccc(-c3noc(-c4ccc(Cl)cc4)n3)cc2)cc1	0.47
CCOC(=O)c1sc(/N=C/N(C)C)c(C(=O)OCC)c1C	-0.6
O=c1ccc(=O)n2n1CC(O)C2	0.63
Cn1c(SCC(=O)N2CCN(c3ccccc3)CC2)nnc1-c1c[nH]c2ccccc12	-0.65

The list goes on:
SMILES	Cav3 T inh
Cc1cccc(C(=O)OCC(=O)Nc2ccc(N3CCCCC3)cc2)c1O	-0.32
Nc1cnn(C2CCCO2)c(=O)n1 (configuration not stated)	1.4
CCOC(=O)c1ccc(N2C(=O)CC(NC3CCN(C(=O)c4cccc(Cl)c4)CC3)C2=O)cc1 (configuration not stated)	0.9
O=C(O)C1CCCCC1C(=O)Nc1nccs1 (configuration not stated)	0.54
O=C(NCCCN1CCOCC1)c1cc(-c2ccc(Br)cc2)on1	0.77
CCOc1ccccc1-n1c(SCC(N)=O)nc2ccccc2c1=O	0.32
CSc1nsc(SCc2cnc(C)nc2N)n1	0.58
Cc1ccc2c(C)c(C(=O)N(Cc3cccs3)C3CCS(=O)(=O)C3)oc2c1 (configuration not stated)	-1.9
O=C(Nc1ccc2oc(-c3ccccc3)nc2c1)c1cccnc1	-0.31
O=C(NCc1cccnc1)c1ccc(NC(=O)c2ccco2)cc1	-0.4
O=C(COc1ncnc2ccccc12)N1CCN(C(=O)c2ccco2)CC1	0.097
CCN(CC)S(=O)(=O)c1cc(C(=O)Oc2cccc(-c3cnc4ccccc4n3)c2)ccc1Br	0.31
CC1(C)c2[nH]c3ccccc3c2C[C@@H]2C(=O)N(Cc3ccccc3F)C(=O)N21	-0.52
Cc1ccc(OCCN2C(=O)c3ccccc3C2=O)c(C)c1	-0.42
CCCC1(C(=O)OCC)NC(c2ccc(O)cc2)C2C(=O)N(c3ccc4c(c3)OCCO4)C(=O)C21 (configuration not stated)	-0.1
CCOC(=O)c1cnc2c(c(C)nn2C)c1Oc1ccc(Cl)cc1	-6.7*
Cc1ccc(C(=O)COc2cccc(NC(=O)c3ccco3)c2)cc1	-0.85
O=C(CN1C(=O)NC2(CCCC2)C1=O)Nc1cccc(-c2nnc3n2CCCCC3)c1	-0.17
CCOc1ccc(CC(C(=O)NN)C(=O)NN)cc1CN(C)C	0.029
COc1ccc(OC)c(NC(=O)c2ccccc2NS(=O)(=O)c2cccc3cccnc23)c1	-0.31
CCCCc1nc(SCC(=O)Nc2cc(C)on2)n[nH]1	-0.083
O=C(NCCCN1CCOCC1)C1CC(=O)N(C2CCCCC2)C1 (configuration not stated)	0.29
CC1CCCC(C)N1CCNC(=O)C1CCN(S(=O)(=O)N2CCCCC2)CC1 (configuration not stated)	-1.8
CCN1C(=O)N[C@@H](c2cccc(F)c2)C(C(=O)OC)=C1C	0.2
CC1CCN(C(=O)CSc2nc(N)c3c4c(sc3n2)CN(C)CC4)CC1	1.2

The final two compounds of the section before lead into the next:
SMILES	Cav3 T inh
CCN1C(=O)N[C@@H](c2cccc(F)c2)C(C(=O)OC)=C1C	0.2
CC1CCN(C(=O)CSc2nc(N)c3c4c(sc3n2)CN(C)CC4)CC1	1.2
Clc1cccc(COn2c(-c3ccc(Cl)cc3Cl)nc3ncccc32)c1	-4.1*
O=C(Nc1cccnc1)c1coc(=O)c2ccccc12	0.23
O=C(COc1ccccc1-c1ccccc1)N/N=C/c1cccc2ccccc12	-2.6
C[C@@H](C(=O)NCc1ccccn1)[C@@H]1C[C@@]1(C)[C@@H](NC(=O)OCc1ccccc1)c1ccccc1	-1.3
O=C(N/N=C/c1ccc[nH]1)c1cccnc1	0.2
CCn1c(SCC(=O)Nc2ccc3c(c2)oc2ccccc23)nnc1-c1ccc(N)cc1	0.48
OC[C@H]1O[C@@H](Oc2cc(O)cc(/C=C/c3ccc(O)cc3)c2)[C@H](O)[C@@H](O)[C@@H]1O	0.33
Cc1cc(C)c2nc(N3CCC(C(=O)N4CCCC4)CC3)sc2c1	-0.057
CC1=C(C(=O)NCCCOC(C)C)C2(CCC(C)CC2)OC1=O (configuration not stated)	0.7
Clc1cccc(OCCn2cncn2)c1Cl	0.13
CCN(CC)CCCn1c(=S)[nH]c2ccccc2c1=O	0.31
Cc1cc(C(F)(F)F)nn1CC(=O)NNC(=S)Nc1ccc(Cl)cc1	-0.71
CCSc1nc2ccccc2n1C(=O)/C=C\c1ccc(OC)c(OC)c1	1.8
Cn1cccc1Cc1nnc(SCC(=O)N2CCc3ccccc32)n1-c1ccc(F)cc1	-1.5
Cc1ccc(NC(=O)c2c(C)nn(-c3ccccc3)c2Cl)c(C)c1	0.48
c1ccc(-c2nc3ccccc3s2)nc1	0.45
COc1cc(CSc2nnnn2-c2ccc(C)cc2)cc(OC)c1OC	-1.4
O=C(O)/C(=C\c1ccco1)NC(=O)c1cccc2ccccc12	0.57
COc1ccc(OC)c(C(=O)CC2OC(=O)c3ccccc32)c1 (configuration not stated)	0.92
O=C(NCCO)c1ccc2c3n(nc2c1)-c1ccc(Cl)cc1CO3	0.61
COc1ccc(C(C)=O)cc1CN1C(=O)NC2(CCCCC2C)C1=O (configuration not stated)	2
CN1CCN(c2nc(C#N)cc(-c3ccccc3)n2)CC1	0.34
CC(C)C[C@@H](CSc1ccc(Br)cc1)N1CCN(CCc2ccccc2)CCC1=O	-0.47
N#Cc1cc(Oc2ccc(Cl)cc2)c(N2CCOCC2)cc1C#N	-2
O=C(O)CSC(C(=O)Nc1ccc(C(F)(F)F)cc1)c1ccccc1 (configuration not stated)	-0.64
COc1ccc(CN2CC(C(=O)NCCN3CCOCC3)CC2=O)cc1 (configuration not stated)	-0.54
O=S(=O)(c1cccs1)N1CCN(Cc2nc3ccccc3s2)CC1	-1
CCC(C)NC(=O)c1ccccc1NC(=O)CN1C(=O)c2ccccc2S1(=O)=O (configuration not stated)	1.2
Cc1occc1-c1nnc(SCC(=O)N2CCOCC2)n1CC(C)C	0.72
O=C(COc1ccccc1Cl)N1CCN(c2ccc(F)cc2)CC1	-1.9

Some of the compounds tested; count on the stated rates, not on these rows.
